Assay outcomes from PubChem.
Epigenetic reg – derepresses silenced GFP reporter in murine cells; murine LDR cells, GFP reporter derepression, 30 h; Potency, µM (highest dose often 53.9 µM), for the others: at the top dose GFP activation, usual class: activators; AID 1865; actives 0.2% (n = 280,000); note: potency is the fitted concentration of half-maximal effect; % of control where 0% means no effect; nearly all actives have a fitted effect of over 60% in size
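In this reporter-derepression format, murine cells bearing a silenced integrated CMV-GFP locus incubate with test compound (30 h, 37 C), then are washed and imaged; fluorescent objects of 20–120 um count as induced cells.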
Luc counter – counter-screen: inhibitors of Kinase-Glo firefly luciferase; Q27757; Kinase-Glo luciferase, ATP luminescence, 8 min; Potency, µM (series often up to 38.3 µM), for the others: at the top dose activity change, negative = inhibition, hits mostly inhibitors; actives 0.28% (n = 200,000); AID 1379; note: potency is the fitted concentration of half-maximal effect; % is set by controls: 0 for no effect and ±100 for the full control effect; nearly all actives have a fitted effect of over 60% in size
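Substrate mix (final 50 mM imidazole pH 7.2, 50 mM KCl, 7 mM MgCl2, 10 uM ATP, 0.01% Tween 20, 0.05% BSA) plus pin-tool compound, then Kinase-Glo detection mix; 8 min ambient, luminescence read.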
HTT aggregate – mutant huntingtin aggregation inhibition | PC12 HttQ103-GFP aggregates, Acumen cytometry, 40 h | Potency, µM (titrated, usually from 46.1 µM), for inactives: at the top dose activity change, negative = inhibition, hits mostly inhibitors | actives 1.1% (n = 220,000); note: potency is the fitted concentration of half-maximal effect; % is set by controls: 0 for no effect and ±100 for the full control effect; nearly all actives have a fitted effect of over 60% in size
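PC12/HTTQ103-GFP, ecdysone-inducible; teb 100 nM; cpd qHTS titration; GFP aggregates read on laser cytometer, Ex 488/Em 500-530 nm.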
L3MBTL1 block – L3MBTL1 (human) inhibition; Q9Y468; AlphaScreen L3MBTL1–H3K9me1 peptide binding; Potency, µM (doses to about 57.1 µM), for inactives: top-dose activity, negative = inhibition, usual class: inhibitors; actives 0.66% (n = 230,000); AID 485360; note: potency is the fitted concentration of half-maximal effect; % is set by controls: 0 for no effect and ±100 for the full control effect; nearly all actives have a fitted effect of over 60% in size
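L3MBTL1 50 nM + b-AHA-H3(1-15)K9me1 75 nM, 30 min RT; compound added, 30 min RT; streptavidin donor/Ni-chelate acceptor beads 10 ug/mL each final, 30 min RT dark; AlphaScreen read.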
NPSR antag – antagonists of human neuropeptide S receptor cAMP signaling; Potency, µM (series often up to 38.3 µM), for the others: at the highest dose activity change, negative = inhibition, usual class: inhibitors; actives 1% (n = 220,000); CHO-NPSR cells, cAMP TR-FRET, antagonist mode; AID 1461; note: potency is the fitted concentration of half-maximal effect; % is set by controls: 0 for no effect and ±100 for the full control effect; nearly all actives have a fitted effect of over 50% in size; many of its hits are not listed in these tables
Target sequence (Q6W5P4 whole entry, looked up): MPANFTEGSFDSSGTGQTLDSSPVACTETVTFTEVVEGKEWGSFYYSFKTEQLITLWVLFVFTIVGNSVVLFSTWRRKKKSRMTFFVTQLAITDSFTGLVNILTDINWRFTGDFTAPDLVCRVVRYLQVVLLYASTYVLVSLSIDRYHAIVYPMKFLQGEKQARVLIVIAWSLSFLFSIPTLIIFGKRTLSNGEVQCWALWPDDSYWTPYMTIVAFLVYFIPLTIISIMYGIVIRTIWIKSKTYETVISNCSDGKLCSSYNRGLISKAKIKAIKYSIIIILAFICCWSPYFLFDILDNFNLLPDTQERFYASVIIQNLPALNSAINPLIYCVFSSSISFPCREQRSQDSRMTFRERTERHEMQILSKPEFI
CBFb-RUNX1 inh – inhibitors of human CBF-beta and RUNX1 interaction; AlphaScreen CBFb-His/RUNX1-biotin binding, biochemical; Potency, µM (doses to about 59.8 µM), inactives show top-dose activity, negative = inhibition, usual class: inhibitors; 230,000 tested, under 10 active; note: % of control where 0% means no effect
Target sequence (Q01196 whole entry, looked up): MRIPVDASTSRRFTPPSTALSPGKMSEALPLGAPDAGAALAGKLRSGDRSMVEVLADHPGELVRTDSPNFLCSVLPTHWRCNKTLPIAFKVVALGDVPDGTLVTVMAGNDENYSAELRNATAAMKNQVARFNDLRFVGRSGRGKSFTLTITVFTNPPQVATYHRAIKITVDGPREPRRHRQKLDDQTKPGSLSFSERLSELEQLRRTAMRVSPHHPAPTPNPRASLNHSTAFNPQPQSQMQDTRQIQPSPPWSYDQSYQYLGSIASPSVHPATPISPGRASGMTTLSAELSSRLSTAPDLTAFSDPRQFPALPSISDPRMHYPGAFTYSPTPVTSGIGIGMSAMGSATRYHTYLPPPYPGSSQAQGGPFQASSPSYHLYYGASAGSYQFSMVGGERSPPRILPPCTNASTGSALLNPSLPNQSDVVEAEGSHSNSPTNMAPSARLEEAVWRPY
Target sequence (Q13951 whole entry, looked up): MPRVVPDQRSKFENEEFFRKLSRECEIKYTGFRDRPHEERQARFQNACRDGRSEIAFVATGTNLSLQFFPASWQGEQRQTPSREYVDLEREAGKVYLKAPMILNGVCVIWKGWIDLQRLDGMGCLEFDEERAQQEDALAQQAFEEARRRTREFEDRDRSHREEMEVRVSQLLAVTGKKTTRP
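Inhibition was taken as any reduction in AlphaScreen signal from the CBF-beta–RUNX1 pair (His and biotin tags, 30 nM each), measured after compound (15 min) and bead (90 min) incubations at room temperature.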
IMPase Li cell – IMPase inhibition in cells with lithium potentiation. CHO-M1 cells, IP1 TR-FRET (IP-One), carbachol + lithium. AID 1457. Potency, µM (doses to about 59.4 µM), inactives show at the top dose activity, negative = IMPase inhibition, hits mostly inhibitors. actives 0.35% (n = 210,000);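 note: IP1 builds up when IMPase is blocked and the TR-FRET signal falls; potency is the fitted concentration of half-maximal effect; plate controls were basal vehicle for no effect and high inhibitor control for full effect; nearly all actives have a fitted effect of over 50% in size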
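Concentration–response in CHO-M1 cells, lithium-potentiated; 30 min at 37C. IP1 detected by competitive TR-FRET after 10 min lysis at RT. Hill-fitted AC50.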
* hit, by the source's call; u = inconclusive; x = no result given; & = joins results of further samples; [ ] = remark or other dose. Calls come from the whole dose curve; as a rule, active = well fitted curve in the direction sought with a large enough effect; inconclusive = small, poorly fitted or top-dose-only effect, or another doubt; inactive = no such curve, though single readings can be large; an effect the other way counts as inactive or inconclusive.

SMILES	Epigenetic reg	Luc counter	HTT aggregate	L3MBTL1 block	NPSR antag	CBFb-RUNX1 inh	IMPase Li cell
C(=N\Nc1nc2ccccc2[nH]1)/c1cccs1	u	x	u	-21%	u	5%	x
O=c1oc2ccccc2c(Nc2ccccc2)c1CN1CCCCC1	0.1%	x	-26%[9.22 µM]	x	-56%	11%	x
Cc1cc(Cl)c2ccc3ccccc3c2n1	-0.6%	-4%	-5%[9.22 µM]	37%[activator]	-8%	5%	-5%
CCn1c(=O)cc(SCC(=O)NCc2ccc(C)cc2)c2ccccc21	0.0%&2.1%	-3%	23%	x	-6%[46.1 µM]	-11%	-10%[38.3 µM]
CCn1c(COc2cccc3cccnc23)nnc1SC(F)F	-1.3%	-2%	19%	6%	7%	4%	3%
CCN(CC)S(=O)(=O)c1ccc2c3c(cccc13)C(=O)S2	-1.9%	6%	u	-2%	-7%[46.1 µM]	-3%	21%[38.3 µM]
CN1C[N+]([O-])=C(c2ccccc2)C1(C)C	-1.3%	1%	16%	8%	1%[46.1 µM]	4%	-5%[38.3 µM]
Cc1cccc(CSc2ccc3nnc(-c4cccnc4)n3n2)c1	0.0%	0%	u	4%	10%	-4%	4%
CCCc1nc2ccc(NC(=O)c3ccco3)cc2c(=O)n1Cc1ccc(Cl)cc1	4.7%	1%	-26%	6%	u	1%	15%[38.3 µM]
COc1cc(/C=N/NC(N)=O)ccc1OCC(=O)Nc1cc(C)c(C)cc1Br	0.0%	-7%	x	-9%	5%	16%	3%
CCCCC1(C(=O)OCC)CC(CN2CCOCC2)OC1=O (configuration not stated)	5.7%	-3%	-8%	x	8%[46.1 µM]	7%	26%[38.3 µM]
CC(C)C(=O)Nc1cccc(NC(=S)NC(=O)c2ccccc2Cl)c1	-0.9%	4%	u	-4%	-7%[46.1 µM]	10%	1%[38.3 µM]

4 structures already listed, arranged by SMILES length, rising:
SMILES	Epigenetic reg	Luc counter	HTT aggregate	L3MBTL1 block	NPSR antag	CBFb-RUNX1 inh	IMPase Li cell
Cc1cc(Cl)c2ccc3ccccc3c2n1	-0.6%	-4%	-5%[9.22 µM]	37%[activator]	-8%	5%	-5%
CCn1c(COc2cccc3cccnc23)nnc1SC(F)F	-1.3%	-2%	19%	6%	7%	4%	3%
CCCCC1(C(=O)OCC)CC(CN2CCOCC2)OC1=O (configuration not stated)	5.7%	-3%	-8%	x	8%[46.1 µM]	7%	26%[38.3 µM]
CC(C)C(=O)Nc1cccc(NC(=S)NC(=O)c2ccccc2Cl)c1	-0.9%	4%	u	-4%	-7%[46.1 µM]	10%	1%[38.3 µM]

(list continues)
SMILES	Epigenetic reg	Luc counter	HTT aggregate	L3MBTL1 block	NPSR antag	CBFb-RUNX1 inh	IMPase Li cell
CC(=O)c1ccc(NC(=S)NC2CCCC(C)C2C)cc1 (configuration not stated)	-1.5%	0%	16%	1%	-39%	6%	6%
CCn1c(SCC(=O)Nc2ccc(OC)c(OC)c2)nnc1-c1ccco1	1.7%	x	27%[9.22 µM]	1%	6%	3%	x
Cc1ccnc(Nc2nc(-c3c(C)nc4sccn34)cs2)c1	-0.1%	19%	u	x	-23%[46.1 µM]	-15%	46%[activator][38.3 µM]
CCCOc1ccc2ccccc2c1/C=N/n1c(C)nnc1-n1nc(C)cc1C	0.0%	1%	27%	x	-7%[46.1 µM]	-1%	26%[38.3 µM]
C/C(=N\NC(=O)CNC(=O)C(c1ccccc1)c1ccccc1)c1ccc(C)cc1	0.0%	1%	13µM*	5%	23%	-2%	-4%
COc1ccc(C(=O)Nc2nc(-c3ccc(OC)cc3)c(-c3ccc([N+](=O)[O-])cc3)s2)cc1	-1.0%	-2%	8%	2%	-6%[46.1 µM]	2%	1%[38.3 µM]
Cc1cc2oc(=O)cc(CN3CCC(C)CC3)c2cc1Cl	0.2%	0%	11%	9%	-1%[46.1 µM]	-3%	15%[38.3 µM]
O=C(Nc1ccn(Cc2ccccc2)n1)c1cccc(F)c1	-0.6%	-11%	13%	-8%	-5%	3%	2%
CC(=O)Oc1ccc(C(=O)Nc2nnc(C)s2)cc1	-1.6%	-3%	4%	5%	12%[46.1 µM]	4%	-1%[38.3 µM]
CN(Cc1ccccc1)C(=O)COc1ccc(-c2nnco2)cc1	-3.8%	0%	13%	-2%	5%	20%	1%
CCOc1ccc(CNC(=S)N/N=C/c2cccnc2)cc1	0.0%	1%	1%	0%	29%	5%	-1%
O=C(Nc1ccc(Br)cc1)c1cccnc1N1CCOCC1	5.1%	0%	-2%[9.22 µM]	2%	-6%	9%	-1%
CCOc1ccc(NS(=O)(=O)c2ccc(NC(=S)NC(C)=O)cc2)cc1	-1.0%	-5%	-7%[9.22 µM]	-20%	-2%	5%	10%
CC(C)C(NS(=O)(=O)c1ccc2c(c1)oc(=O)n2C)C(=O)N1CCN(c2ccccc2F)CC1 (configuration not stated)	-5.6%	-4%	-2%	x	-15%[46.1 µM]	2%	1%[38.3 µM]
CC1=C(/C=C/C(C)=C/C=C/C(C)=C/C(=O)O)C(C)(C)CCC1	-1.1%&-2.5%&-1.2%&0.0%&1.3%	-3%	-6%&-2%	3%	-16%	9%	3%&12%&7%&8%&11%
CC1CCC/C(=C\Nc2ccccc2C(=O)O)C1=O (configuration not stated)	0.8%	-4%	u	1%	1%[46.1 µM]	2%	-7%[38.3 µM]
Cc1cc2oc3c(c(=O)c2cc1C)C(c1cccc(Br)c1)N(Cc1ccco1)C3=O (configuration not stated)	-0.9%	1%	-8%	0%	u	-1%	14%[38.3 µM]
COc1ccc(CNC(=O)Nc2ccc(C)c(C)c2)cc1	1.0%	0%	u	43%[11.4 µM]	-2%	14%	7%
Cc1cccc(NCC(O)Cn2cnc3c2c(=O)n(C)c(=O)n3C)c1 (configuration not stated)	-2.1%	0%	-24%	-2%[11.4 µM]	1%[46.1 µM]	13%	26%[38.3 µM]
COCCNC(=O)NC(=O)COC(=O)c1ccc2[nH]c3c(c2c1)CCCC3	0.9%	-1%	15%	x	9%	-2%	-12%
O=C(O)c1ccc(COCC(F)(F)C(F)F)o1	-1.1%	1%	-12%	-27%	9%[46.1 µM]	-2%	3%[38.3 µM]
O=C(N/N=C/c1c(F)c(F)c(F)c(F)c1F)c1ccc(Cn2cc(Br)cn2)o1	-6.9%	-7%	-11%	-5%	-26%	5%	-15%
Clc1cccc(Cl)c1CSc1nnc(/C=C/c2ccccc2)o1	-1.4%	-3%	1%	3%	-19%[46.1 µM]	u	8%[38.3 µM]
CCOC(=O)/C(C#N)=C/c1cc2ccccc2nc1N1CCCCC1	1.2%	2%	-14%	8%	u	3%	u
O=C(NCCc1ccccc1)C1CCC(CNS(=O)(=O)c2cccs2)CC1 (configuration not stated)	0.7%	-1%	-13%	x	-10%	14%	-3%
c1ccc(CSc2nnc(-c3ccco3)c(-c3ccco3)n2)cc1	0.0%	-6%	u	7.9µM*	u	x	19%
COc1ccc(/C=N/NC(=O)CC(=O)N/N=C/c2ccc(OC)cc2)cc1	-2.1%	-1%	19%	-2%	6%	-1%	-4%
CCOC(=O)/C(C(C)=O)=C1\OC(=O)c2ccccc21	-0.9%	-1%	3%	1%	6%[46.1 µM]	-2%	-2%[38.3 µM]
COc1cc2c(cc1NC(=O)c1cccc([N+](=O)[O-])c1C)oc1ccccc12	0.0%	-1%	16%	-9%	u	-9%	11%[38.3 µM]
Cc1ccc(S(=O)(=O)Cn2nnnc2CN(Cc2ccco2)Cc2cccs2)cc1	-1.0%	1%	5%	-3%	-21%[46.1 µM]	-1%	7%
O=[N+]([O-])c1ccc(N2CCNCC2)cc1Sc1nc2ccccc2[nH]1	-1.0%	0%	16%	-7%	13%	-3%	10%
COC(=O)C1=NNC(C(=O)c2ccco2)C1c1ccccc1 (configuration not stated)	1.1%	1%	18%	x	25%	-7%	14%
CN(C)C=Nc1nonc1-c1ncn[nH]1	0.0%	0%	2%	3%	20%[46.1 µM]	7%	6%[38.3 µM]
Cc1nn(CCCC(=O)N2CCc3ccccc3C2)c(=O)c2cc3sccc3n12	-5.7%	16%	-6%	x	2%[46.1 µM]	-3%	-6%[38.3 µM]
Cc1nccn1-c1ncnc2sc3c(c12)CCCC3	2.8%	-4%	-5%	8%	22%[7.67 µM]	1%	5%[38.3 µM]
COc1ccc(-n2c(N)c(C(=O)Nc3c(C)n(C)n(-c4ccccc4)c3=O)c3nc4ccccc4nc32)cc1	-4.8%	x	32%[9.22 µM]	11%	17%	3%	x
Nc1nnnn1/N=C/c1ccco1	-0.9%	-5%	-12%	x	3%[46.1 µM]	2%	10%[38.3 µM]
Cc1ccc(S(=O)(=O)CCc2nnc(N)s2)cc1	-1.7%	-2%	-3%	-2%	-9%[46.1 µM]	4%	15%[38.3 µM]
CCCOCC(O)CC(CC)C(=O)NNC(=S)Nc1ccccc1 (configuration not stated)	0.2%	9%	3%	x	-4%	-8%	-5%
Cc1onc(-c2c(Cl)cccc2Cl)c1C(=O)N1CCc2ccccc21	-0.9%	8%	-11%	3%	-15%[46.1 µM]	-2%	13%
COCCNC(=O)c1onc(CSc2ccc(F)cc2)c1C(=O)NCCOC	-1.1%	x	22%[9.22 µM]	x	10%	10%	x
COc1ccc(CN(C)C(C)C(=O)NC2CCCc3ccccc32)cc1 (configuration not stated)	0.9%	3%	u	x	-24%	u	8%
O=C(Nc1cccc(Cl)c1N1CCCC1)c1ccc(Br)o1	1.1%	0%	-33%	x	-18%[46.1 µM]	4%	39%[activator][38.3 µM]
O=C(O)CC(C(=O)Nc1ccc(F)cc1)C1CCCO1 (configuration not stated)	1.1%	x	-19%[9.22 µM]	9%	11%	4%	x
Oc1ccc(/C=N/NC(=S)Nc2cccnc2)cc1O	-0.9%	0%	3%	11µM*	-5%	u	10%
CCCCCOC(=O)C1[C@H]2C(=O)N(Cc3cccs3)C[C@]23C=C[C@H]1O3 (some centres not stated)	-1.2%	-4%	-3%	10%	-4%[46.1 µM]	1%	-11%[38.3 µM]
O=C(COC(=O)Cc1ccc(S(=O)(=O)N2CCOCC2)s1)NCCc1ccccc1	-2.4%	7%	18%	x	-19%[46.1 µM]	-18%	1%[38.3 µM]
CCOC(=O)c1cnc2cc3c(cn2c1=O)CCCC3	-1.1%	-2%	18%	-1%	-5%[46.1 µM]	0%	1%[38.3 µM]
Cc1cccc(NC(=O)Nc2ccc3c(c2)N(C)C(=O)CS3)n1	1.4%	-1%	-7%	x	-8%[46.1 µM]	-4%	3%[38.3 µM]
O=C(NCCc1ccccc1)c1ccc(Cl)c([N+](=O)[O-])c1	0.4%	2%	-15%	15%	2%[46.1 µM]	2%	-7%[38.3 µM]
Cc1onc(-c2c(Cl)cccc2Cl)c1NC(=O)NN(C)C	0.4%	x	14%[9.22 µM]	5%	-8%	5%	x

This is a subset (hit frequency here may not be typical).
